Screens (PubChem)
D1 potentiator: enhances dopamine response at the human D1 receptor | potentiation, % at 10 µM | 0.036% of 360,000 active | HEK293 TREx D1 cells, calcium flux, dopamine EC20 potentiation | P21728; in the data active = potentiation above about 30%; note: 0% is about no effect
Target sequence (P21728 whole entry, looked up): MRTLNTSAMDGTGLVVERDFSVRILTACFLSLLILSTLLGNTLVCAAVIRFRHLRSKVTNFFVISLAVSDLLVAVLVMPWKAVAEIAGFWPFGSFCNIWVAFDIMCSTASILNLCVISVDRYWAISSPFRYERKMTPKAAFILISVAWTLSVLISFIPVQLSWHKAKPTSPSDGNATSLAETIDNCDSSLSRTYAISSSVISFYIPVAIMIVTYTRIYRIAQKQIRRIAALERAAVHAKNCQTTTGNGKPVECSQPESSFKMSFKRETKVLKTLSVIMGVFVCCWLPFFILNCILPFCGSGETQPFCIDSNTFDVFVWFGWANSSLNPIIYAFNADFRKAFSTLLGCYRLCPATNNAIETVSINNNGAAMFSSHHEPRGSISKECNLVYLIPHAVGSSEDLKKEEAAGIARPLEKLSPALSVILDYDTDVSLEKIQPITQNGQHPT
D2 ag: D2 dopamine receptor (human) agonism; HEK293 T-REx D2 cells, calcium flux agonist mode; activation, % at 2 µM; P14416; AID 485358; 0.53% of 340,000 active;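 active = activation over 3 SD above normal in the single-dose calcium agonist read, cut at about 30% in these data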; note: 0% is about no effect
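Agonism is scored from calcium flux in a force-coupled, inducible HEK293 cell line expressing D2, read kinetically for 180 s after compound addition against dopamine controls.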
D2 antag: antagonists of human D2 dopamine receptor | P14416 | HEK293 TREx D2 cells, calcium flux, dopamine EC80 | inhibition, % at 10 µM | 2% of 340,000 active; in the data active = inhibition above about 30%; note: 0% is about no effect
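Measurement of antagonist activity uses fluorescent calcium dye in inducible HEK293 T-REx D2 cells: 10 s baseline, compound addition with 180 s read, EC80 dopamine addition with a further 180 s read.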
D1 agonist: human D1 receptor agonism. P21728. HEK293 T-REx D1 cells, calcium flux, agonist mode. activation, % at 2 µM. 1% of 360,000 active; in the data active = activation above about 30%; note: 0% is about no effect
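Inducible HEK293 T-REx D1 cells, force-coupled to calcium signalling, were plated at 4000 cells/well with tetracycline and held overnight at 30 C. After no-wash calcium dye loading, compound-evoked calcium rise over 180 s flagged agonists.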
RXFP1 antag: antagonists of human relaxin receptor RXFP1. Q9HBX9. activity change, negative = inhibition, % at 57.5 µM. HEK293-RXFP1, relaxin-stimulated cAMP HTRF, 30 min; active compounds read low. 0.59% of 350,000 active;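 active = activity change of -60% or lower, but not beyond a set lower limit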; note: % is set by controls: 0 for no effect and ±100 for the full control effect
D1 antag: blocks dopamine activation of the human D1 receptor; activity change, negative = inhibition, % at 10 µM; AID 504652; P21728; 3.2% of 360,000 active; HEK293 TREx D1 cells, calcium flux, dopamine EC80; active compounds read low; in the data active = activity change below about -30%; note: % is set by controls: 0 for no effect and ±100 for the full control effect
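Using tetracycline-induced force-coupled D1 Hek293 cells and a calcium dye, signals were followed for 180 s after compound, then for 180 s after EC80 dopamine, to detect inhibitors.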
D2 PAM: D2 dopamine receptor (human) potentiation | 0.34% of 340,000 active | potentiation, % at 10 µM | HEK293 T-REx D2, calcium flux, EC20 dopamine potentiation | AID 485347 | P14416;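 active = potentiation over 3 SD above the plate norm, cut at about 30% in these data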; note: 0% is about no effect
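Potentiation of an EC20 dopamine calcium response measured kinetically over 180 s, after a preceding 180 s compound-only read flagging agonists. Cells: inducible Hek293 Trex D2 line, 4000/well, cultured overnight at 30 C before dye loading.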
TRHR PAM: allosteric enhancers of human TRH receptor. P34981. TRHR cells, fluo-8 calcium fluorescence, EC20 TRH enhancement. enhancement, % at 2 µM. 0.66% of 360,000 active. AID 493056; in the data active = enhancement above about 30%; note: 0% is about no effect
Target sequence (P34981 whole entry, looked up): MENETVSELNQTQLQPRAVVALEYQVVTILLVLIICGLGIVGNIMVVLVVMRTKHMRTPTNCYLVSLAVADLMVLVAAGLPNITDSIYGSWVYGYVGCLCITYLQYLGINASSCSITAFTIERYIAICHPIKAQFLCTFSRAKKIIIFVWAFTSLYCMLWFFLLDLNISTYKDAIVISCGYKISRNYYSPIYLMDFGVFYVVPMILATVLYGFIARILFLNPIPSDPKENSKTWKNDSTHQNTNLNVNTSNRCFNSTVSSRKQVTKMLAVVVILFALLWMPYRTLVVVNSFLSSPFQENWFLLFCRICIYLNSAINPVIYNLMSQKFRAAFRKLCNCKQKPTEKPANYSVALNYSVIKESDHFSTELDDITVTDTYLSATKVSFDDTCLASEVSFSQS
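TRHR-expressing cells loaded with fluo-8 calcium dye were read kinetically (ex 480/em 530) during compound addition, then stimulated with an EC20 of TRH (10 nM final). Enhancement of the Gq-mediated intracellular calcium response was scored.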
RXFP1 ag: RXFP1 (human) receptor agonism; Q9HBX9; 0.3% of 370,000 active; Potency, µM (highest dose often 57.5 µM), inactives show at the top dose activation, hits mostly activators; AID 2676; HEK293T-RXFP1 cAMP TR-FRET, 30 min; response scale: percent of porcine relaxin response, buffer zero; active = well fitted activation curve with a large enough effect; note: potency is the fitted concentration of half-maximal effect; % is set by controls: 0 for no effect and ±100 for the full control effect; nearly all actives have a fitted effect of over 60% in size; many of its hits are not listed in these tables
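HEK293 cells stably expressing RXFP1, treated 30 min at 37C with compounds plus PDE4 inhibitor Ro 20174; cAMP measured by HTRF TR-FRET. Normalized to buffer and 29 nM porcine relaxin; EC50 by Hill fit.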
* = called active by the depositor; · = no result given. An excerpt. The share of hits here may be higher or lower than overall.

SMILES	D1 potentiator	D2 ag	D2 antag	D1 agonist	RXFP1 antag	D1 antag	D2 PAM	TRHR PAM	RXFP1 ag
C=CCn1c(SCc2c(F)cccc2Cl)nnc1-c1ccco1	-1	4.4	1	2	-5	-10	11	-2	1.8%
Cc1sc2nc(C3CC3)nc(N3CCN(C(=O)c4ccccc4F)CC3)c2c1C	-7	-0.4	8	4	-31	-5	-8	-12	1.1%
COc1cccc(NC(=O)N2CCC(CN3CCOCC3)CC2)c1	-3	0.7	·	2	-8	3	2	-5	2.1%
CC(C)NC(=O)CSc1nc2sccc2c(=O)n1-c1ccccc1	-6	-2.2	4	1	-1	-19	4	1	2.8%
Cc1ccc2sc(N(CCCN(C)C)C(=O)c3ccc(S(=O)(=O)N(C)Cc4ccccc4)cc3)nc2c1C	-3	-0.9	-11	11	-29	3	6	16	-1.7%
CC1Sc2ccc(S(=O)(=O)N3CCC(C(N)=O)CC3)cc2NC1=O (stereo not drawn)	-3	0.7	16	2	29	13	-1	6	1.0%
O=C(Cc1ccc(Br)cc1)NCCCn1ccnc1	3	0.3	-36	1	7	-2	-8	0	3.4%
COc1ccc(Cn2c(SCc3cc(C)ccc3C)nc3cc(OC)c(OC)cc3c2=N)cc1	1	-0.7	2	10	-8	41	14	4	-0.8%
CCN(CC)C(=O)C(Oc1ccc(C)nc1[N+](=O)[O-])c1ccccc1 (stereo not drawn)	-6	-0.1	-6	0	-12	-7	6	3	4.1%
Cc1ccccc1NC(=O)c1ccc2c(c1)N(C)CCS2	-2	0.0	-12	2	-7	-4	1	-5	6.9%
COc1ccc(Cc2nnc(NC(=O)CS(=O)(=O)c3ccccc3)s2)cc1OC	1	0.6	19	3	-13	1	-13	-9	0.2%
O=C(Nc1ccc(NC(=O)c2ccco2)cc1)c1cnccn1	-3	0.6	-9	-1	2	-9	-7	-2	-0.5%
S=C1CCSc2ccc(Cl)cc2N1	-7	-0.8	4	2	-2	1	4	0	-0.2%
COc1cccc(/C=N/N2C(=O)C3C4c5ccccc5C(c5ccccc54)C3C2=O)c1OC (stereo not drawn)	1	-0.8	-8	4	·	-3	9	2	1.9%
Cc1ccc(S(=O)(=O)NCCCCCC(=O)NCCc2ccccc2)cc1	-6	-0.7	-8	2	4	-12	-5	-5	0.7%
Cc1ccc(S(=O)(=O)Nc2ccccc2F)cc1C(=O)OC(C)C(=O)N1CCOCC1 (stereo not drawn)	-1	-0.3	-13	4	-2	15	-5	2	0.4%
CN(CCCCCCN(C)Cc1ccccc1O)Cc1ccccc1O	-8	-0.3	-16	5	1	-25	-11	1	-0.6%
CCN(CC)C(=O)C(=O)c1cccn1-c1ccccc1C#N	2	-0.1	8	2	-8	9	-6	0	0.3%
CC(=Nc1ccc(C)c(C)c1)C1=C(O)CSC1=O	-7	0.2	-9	1	-7	9	-4	-1	1.7%
Cc1ccc(NC(=O)CN2CCN(c3ccccc3F)CC2)cc1F	0	-2.6	·	-2	-28	-4	-28	7	4.6%
Cc1nnc(NC(=O)CSc2nc3ccccc3o2)s1	5	-0.9	10	1	-8	-1	-1	-3	-0.6%
CCOC(=O)C1CCCN(CCC(=O)Nc2cccc(Cl)c2C)C1 (stereo not drawn)	-4	1.0	3	3	-2	11	-16	3	-0.2%
CSc1ccccc1NC(=O)CN(C)CC(=O)Nc1ccccc1F	-4	0.1	3	5	6	18	-7	-2	1.4%
O=C(CCCN1C(=O)/C(=C/c2cccs2)SC1=S)NNC(=O)c1cccnc1	-5	0.3	-2	1	3	0	16	6	0.7%
CC(C)N1CCN(Cc2cccc(-n3cccn3)c2)CC1CCO (stereo not drawn)	-2	-0.3	15	0	4	3	-4	-5	1.8%
(list continues)
SMILES	D1 potentiator	D2 ag	D2 antag	D1 agonist	RXFP1 antag	D1 antag	D2 PAM	TRHR PAM	RXFP1 ag
COc1ccc(C(=O)Nc2ccccc2SCc2cc(=O)c3cccc(C)c3[nH]2)cc1	-2	-0.1	·	2	0	4	6	4	-2.5%
O=C1N/C(=N/O)S/C1=C/c1cccnc1	14	·	·	1	-3	2	·	30	1.4%
N#CC1(c2ccc(NC(=O)c3ccccc3F)cc2)CCCC1	-4	-0.8	0	3	·	-5	-5	-1	-0.4%
COc1ccc(Nc2oc(COc3ccc(Cl)cc3)nc2C#N)cc1	-4	-0.9	2	-1	1	0	0	-1	2.1%
CCCCCCCCCC(=O)NNC(=O)c1c(O)c2ccccc2n(CC)c1=O	-3	8.5	10	0	-35	-7	0	-4	-0.3%
CCN(CC)S(=O)(=O)c1ccc(OC)c(N)c1	0	0.1	9	6	-1	7	5	11	0.1%
Cc1occc1C(=O)N1CCN(C(c2ccccc2)c2ccccc2)CC1	-6	-1.3	8	-1	-14	-28	20	-1	-0.6%
CCOC(=O)N1CCN(CCC(=O)c2ccc(Cl)cc2)CC1	0	-2.2	-9	3	-3	-8	3	-2	0.5%
CCOC(=O)C1CCN(S(=O)(=O)c2ccc3c(c2)CC(C)N3C(=O)C2CC2)CC1 (stereo not drawn)	-10	1.6	2	8	-3	-10	18	5	1.8%
Cn1ncc(C#N)c1/N=C/N1CCCC1	0	-0.6	-4	-1	-3	-1	-3	1	1.0%
CCC1=NN(C(=O)CCc2ccc3c(c2)OCO3)C(O)(C(F)(F)F)C1 (stereo not drawn)	-7	0.0	9	1	-4	2	9	25	0.4%
COc1ccc(Cl)cc1NC(=O)CN(C)CC(=O)Nc1ccc(S(N)(=O)=O)cc1	-3	-0.1	15	3	6	-18	-2	6	1.3%
CC(C)CCN(CC(=O)NC1CCCC1)C(=O)C(=O)Nc1ccc2c(c1)OCCO2	-4	-0.2	-13	4	-3	-7	-6	4	0.6%
Cc1ccc(Cn2c(SCc3ccc(C(=O)NC4CCCC4)cc3)nc3ccncc32)cc1	-5	1.2	·	8	-13	-37*	0	-4	-0.1%
CCOc1ccc(/C=C/C(=O)OC(C)C(=O)NC2CCCCC2C)cc1OC (stereo not drawn)	-3	-0.1	0	0	-11	-3	4	3	2.6%
CCSc1ncc(Cl)c(C(=O)Nc2ccccc2OC)n1	2	1.2	12	4	-5	-24	3	7	3.6%
CCn1cc(C(=O)NCC2CCCO2)c(=O)c2cc(S(=O)(=O)N3CCCCC3)ccc21 (stereo not drawn)	-5	-0.6	-4	2	3	14	4	1	-1.1%
COc1ccc(C2(CNC(=O)C(=O)Nc3ccccc3C)CCCC2)cc1OC	3	3.0	·	1	-32	-2	8	0	0.2%
Nc1nnc(Cc2c[nH]c3ccccc23)s1	-3	0.7	9	3	-3	-6	-8	0	1.0%
COc1ccc2nc3sc(C(=O)NCc4cccs4)c(N)c3cc2c1	5	-1.0	4	20	·	3	9	6	3.5%
Cc1ccc(S(=O)(=O)c2nc(-c3ccco3)oc2SCc2ccccc2Cl)cc1	0	2.1	·	9	-22	4	-7	1	-0.4%
COc1ccc(COc2cc(-c3cccc(OC)c3)nc3ccc(NC(=O)c4ccc(C)cc4)cc23)cc1	-4	0.7	10	4	·	17	2	1	3.1%
COc1cccc(NC(=O)CCc2nnc3n(CC(C)C)c(=O)c4ccccc4n23)c1	-3	0.0	·	-1	-4	7	3	9	13%
Cc1ccc(S(=O)(=O)NC(CC(=O)n2nc(C)cc2C)c2ccccc2)cc1 (stereo not drawn)	-5	0.3	2	2	-4	-4	-15	-1	2.7%
Cc1cc(N2CCN(CC(O)C(F)(F)F)CC2)c2ccccc2n1 (stereo not drawn)	0	1.3	-4	1	-6	13	1	2	-0.1%

Some entries already given, showing only RXFP1 ag, D2 antag and D1 agonist:
| canonical_smiles | RXFP1 ag | D2 antag | D1 agonist |
| --- | --- | --- | --- |
| C=CCn1c(SCc2c(F)cccc2Cl)nnc1-c1ccco1 | 1.8% | 1 | 2 |
| Cc1ccc(S(=O)(=O)Nc2ccccc2F)cc1C(=O)OC(C)C(=O)N1CCOCC1 (stereo not drawn) | 0.4% | -13 | 4 |

Profiles, looked up by structure. Order of values: D1 potentiator	D2 ag	D2 antag	D1 agonist	RXFP1 antag	D1 antag	D2 PAM	TRHR PAM	RXFP1 ag
Cc1cc(N2CCN(CC(O)C(F)(F)F)CC2)c2ccccc2n1 (stereo not drawn) in the list: 0	1.3	-4	1	-6	13	1	2	-0.1%
CC(=Nc1ccc(C)c(C)c1)C1=C(O)CSC1=O in the list: -7	0.2	-9	1	-7	9	-4	-1	1.7%

(next part)
SMILES	D1 potentiator	D2 ag	D2 antag	D1 agonist	RXFP1 antag	D1 antag	D2 PAM	TRHR PAM	RXFP1 ag
Oc1ccccc1CNc1cnc2ccccc2c1	6	·	·	18	-6	-24	·	-6	0.1%
COc1ccc(C)cc1N(CC(=O)NCCSCc1ccco1)S(=O)(=O)c1ccc(C)cc1	-4	0.2	-4	26	-6	-8	17	33*	-0.4%
N#Cc1ccccc1	0	0.6	-5	-2	·	·	7	-1	0.4%
COc1cccc(NC(=O)COC(=O)c2nc3nccc(C)n3n2)c1	-6	-0.4	-23	5	-11	38	5	5	0.3%
COc1cc(/C=C2/C(=O)N(c3ccc(C(=O)O)cc3)N=C2C)cc(OC)c1O	0	1.6	7	2	2	7	-15	0	2.9%
CCc1ccc(C2=C(C)C(N3CCC(C(=O)NCc4ccccc4)CC3)=NS2(=O)=O)cc1	-3	1.0	·	1	-27	-4	-1	5	30%
Cc1ccc2nc(Cl)c3cc(C(=O)N4CCCCC4C)sc3c2c1 (stereo not drawn)	2	-0.6	·	0	-11	14	-24	-5	3.3%

Given with bars between the fields: entries from further up
Compound | D1 potentiator | D2 ag | D2 antag | D1 agonist | RXFP1 antag | D1 antag | D2 PAM | TRHR PAM | RXFP1 ag
Oc1ccccc1CNc1cnc2ccccc2c1 | 6 | · | · | 18 | -6 | -24 | · | -6 | 0.1%
COc1ccc(C)cc1N(CC(=O)NCCSCc1ccco1)S(=O)(=O)c1ccc(C)cc1 | -4 | 0.2 | -4 | 26 | -6 | -8 | 17 | 33* | -0.4%
N#Cc1ccccc1 | 0 | 0.6 | -5 | -2 | · | · | 7 | -1 | 0.4%
COc1cccc(NC(=O)COC(=O)c2nc3nccc(C)n3n2)c1 | -6 | -0.4 | -23 | 5 | -11 | 38 | 5 | 5 | 0.3%
COc1cc(/C=C2/C(=O)N(c3ccc(C(=O)O)cc3)N=C2C)cc(OC)c1O | 0 | 1.6 | 7 | 2 | 2 | 7 | -15 | 0 | 2.9%
CCc1ccc(C2=C(C)C(N3CCC(C(=O)NCc4ccccc4)CC3)=NS2(=O)=O)cc1 | -3 | 1.0 | · | 1 | -27 | -4 | -1 | 5 | 30%
